High-throughput results from PubChem.
SENP7 inh – blocks the human protease SENP7; recombinant SENP7, Z-RLRGG-aminoluciferin luminescence, 40 min; 330,000 compounds, 1.5% hits; inhibition, % at 5 µM;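 active means inhibition above about 50% at the single test dose, limit read from the data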;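 further: plate controls were DMSO with enzyme for no effect and no enzyme buffer wells for full effect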
Target sequence (Q9BQF6 706-1050 limits assumed): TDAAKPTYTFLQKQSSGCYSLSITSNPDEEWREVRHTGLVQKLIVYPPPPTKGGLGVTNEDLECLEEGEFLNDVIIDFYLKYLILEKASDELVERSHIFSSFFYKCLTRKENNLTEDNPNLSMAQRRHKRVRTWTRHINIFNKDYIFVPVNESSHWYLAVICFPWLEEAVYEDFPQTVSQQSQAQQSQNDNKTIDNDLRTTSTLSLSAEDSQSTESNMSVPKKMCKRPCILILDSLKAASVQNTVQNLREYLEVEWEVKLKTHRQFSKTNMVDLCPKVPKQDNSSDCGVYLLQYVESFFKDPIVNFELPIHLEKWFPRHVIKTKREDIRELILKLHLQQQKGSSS
SENP8 block-1 – inhibitors of human SENP8 protease | Q96LD8 | recombinant SENP8, Nedd8 substrate fluorescence | inhibition, % at 20 µM | 360,000 compounds, 0.64% hits | AID 602440; in the data active means inhibition mostly above about 40%, no sharp cut-off; inactive means mostly below about 27%
beta cell repl – inducers of beta-cell replication in MIN6 cells; MIN6 cells proliferation, ATPlite luminescence, 48 h; cells starved in 0.2% serum; 100% = growth in 10% serum; proliferation, % at 10 µM; 330,000 compounds, 0.29% hits; AID 2380;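 active means compounds whose signal lies at least 3.5 SD above the mean of all wells on their plate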;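 further: 0% = DMSO-treated cells in low-serum medium and 100% = 10% serum control; some compounds called inactive have numbers as strong as hits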
HKDC1 inh – blocks human hexokinase HKDC1 activity | 340,000 compounds, 0.16% hits | Q2TB90 | inhibition, % at 20 µM | recombinant HKDC1, G6PDH/diaphorase resazurin coupled fluorescence;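 active means inhibition above about 35% when tested at 20 µM, limit read from the data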;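 further: plate controls were DMSO wells with enzyme for no effect and DMSO wells lacking enzyme for full effect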
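Test system: HK5 enzyme. Quantity: 5 µg/mL HK5 final. Reagent: glucose and ATP substrates. Schedule: 90 min reaction incubation at room temperature, dark. Technique: resazurin-to-resorufin fluorescence via G6PDH and diaphorase coupling, 525/613 nm. Control set: DMSO wells with and without enzyme mix.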
PfG6PD inh – PfG6PD (Plasmodium falciparum) enzyme inhibition; PfGluPho enzyme, NADPH resazurin-diaphorase fluorescence; inhibition, % at 20 µM; 350,000 compounds, 0.78% hits; AID 504690;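 active means inhibition reaching at least a set limit at 20 µM in the primary screen, cut at about 59% in these data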;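 further: 0% = DMSO wells with substrate and 100% = DMSO wells lacking glucose-6-phosphate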
SENP6 inh – blocks the human protease SENP6 | Q9GZR1 | Recombinant SENP6 catalytic domain, aminoluciferin luminescence | inhibition, % at 10 µM | 330,000 compounds, 1.8% hits | AID 2599;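 active means inhibition above about 50% at the single tested dose, limit read from the data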;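 further: plate controls were DMSO wells with enzyme for no effect and DMSO wells lacking enzyme for full effect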
Target sequence (Q9GZR1 628-1112 limits assumed): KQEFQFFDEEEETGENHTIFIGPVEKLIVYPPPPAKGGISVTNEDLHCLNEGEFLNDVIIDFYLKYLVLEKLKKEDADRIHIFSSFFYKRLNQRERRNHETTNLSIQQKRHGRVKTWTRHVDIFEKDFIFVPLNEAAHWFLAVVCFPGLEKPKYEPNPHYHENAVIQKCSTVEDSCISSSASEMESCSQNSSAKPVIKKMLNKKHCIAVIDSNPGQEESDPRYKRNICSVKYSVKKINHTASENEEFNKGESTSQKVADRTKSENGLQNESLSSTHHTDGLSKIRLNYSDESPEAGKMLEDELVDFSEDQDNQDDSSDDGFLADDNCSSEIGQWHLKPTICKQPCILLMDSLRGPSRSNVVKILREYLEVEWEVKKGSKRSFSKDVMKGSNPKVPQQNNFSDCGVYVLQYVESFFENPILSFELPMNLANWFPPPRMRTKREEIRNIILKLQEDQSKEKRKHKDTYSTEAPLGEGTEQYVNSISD
UBC13 polyUb – human UBC13 polyubiquitination inhibition | inhibition, % at 20 µM | P61088 | 330,000 compounds, 0.47% hits | AID 485273 | UBC13 polyubiquitin chain formation, TR-FRET; in the data active means inhibition above about 45%, passing the limit was not always enough
Target sequence (P61088 whole entry, looked up): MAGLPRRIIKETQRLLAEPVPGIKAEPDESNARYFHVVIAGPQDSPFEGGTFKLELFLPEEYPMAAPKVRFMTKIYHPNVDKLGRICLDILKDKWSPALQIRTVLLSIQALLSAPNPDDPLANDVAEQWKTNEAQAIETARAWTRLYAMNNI
SENP8 block-2 – blocks the human protease SENP8 | Q96LD8 | 330,000 compounds, 1.2% hits | purified SENP8, Z-RLRGG-aminoluciferin cleavage, luminescence | AID 2540 | inhibition, % at 10 µM; in the data active means inhibition above about 50%
SENP1 inh – inhibitors of human SENP1 SUMO protease catalytic domain; Q9P0U3; recombinant SENP1 catalytic domain, CyPet-SUMO1-YPet FRET cleavage; inhibition, % at 10 µM; 360,000 compounds, 0.21% hits;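 active means inhibition at least 30% at 10 µM, raw YFP signal under a set limit, fluorescence ratio 0.5 to 1.5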;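 further: 0% = enzyme with DMSO and 100% = no enzyme wells; some results filed as inactive read as strong as hits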
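system = hSENP1 catalytic domain, recombinant | reagent = SFCypet-SUMO1-SFYpet substrate at 25 nM | doses = one dose per compound, 10 µM, 0.5% DMSO | incubation = enzyme reaction for 50 min at room temperature, dark | measured by = FRET, CFP and YFP emission | controls = no-enzyme low, enzyme-DMSO high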
An asterisk follows results filed as active; . = not tested or not shown. Random draw from the library. About 4% of those tested had a hit in this group.

SMILES	SENP7 inh	SENP8 block-1	beta cell repl	HKDC1 inh	PfG6PD inh	SENP6 inh	UBC13 polyUb	SENP8 block-2	SENP1 inh
CCCCn1c(N)c(N(Cc2ccccc2OC)C(=O)C(C)Oc2ccc(F)cc2)c(=O)[nH]c1=O (stereo not given)	-3.6	15.5	7.3	0.8	1.1	-9.8	4.1	-3.9	0.0
COc1ccc(C2/C(=C(/O)c3ccc(C)cc3)C(=O)C(=O)N2CC2CCCO2)cc1OC (stereo not given)	0.6	6.8	-1.0	-3.6	13.3	5.0	-5.0	3.3	2.7
Cc1ccc2c(c1)NC(=O)C(CC(=O)NCCCN1CCCC1=O)O2 (stereo not given)	0.4	7.4	-2.9	-5.8	7.8	10.4	-4.3	3.8	-1.6
COc1ccc(/C=C/C(=O)c2ccc[nH]2)c(OC)c1OC	3.0	-121.9	1.2	-0.6	21.4	6.3	-1.3	-0.1	-9.4
CC1CN(C(=O)Nc2ccccc2)c2ccccc2-[n+]2ccsc21 (stereo not given)	-1.3	10.1	-5.7	13.5	11.2	2.1	3.9	-0.4	2.1
Cc1cc(C)c2c(NC(=S)NC(=O)c3ccccc3)nn(C)c2n1	-7.5	1.6	3.1	-7.8	-8.4	7.3	-3.9	-1.7	0.2
COc1cccc(-c2nc(CS(=O)(=O)CC(=O)NCCCN3CCc4ccccc4C3)c(C)o2)c1	-9.6	9.4	-3.2	0.9	0.9	2.9	-7.9	-6.0	-1.7
COc1ccc(N2C(=O)CC(N3CCCC4CCCCC43)C2=O)cc1 (stereo not given)	10.8	14.8	-0.4	-3.1	-10.3	5.0	7.4	1.6	-0.2
O=C(Nc1ncccc1Cl)c1ccc2c(c1)OCCO2	27.2	21.3	-3.1	4.2	-1.8	-27.2	-9.0	21.6	-1.0
COc1ccccc1/C=N/NC(=O)c1csc(C)c1C	8.5	12.7	0.0	-4.3	3.4	6.9	-0.8	-6.5	1.0
c1ccc(C2=Nn3c(nnc3-c3ccncc3)SC2)cc1	.	32.5	.	-2.2	-2.6	.	.	.	1.7
O=C(CCn1nnc2ccccc2c1=O)N[C@@H](Cc1ccccc1)C(=O)O	-0.3	13.9	-0.3	-6.9	13.6	-4.0	0.2	0.0	1.2
Cc1cc(C)cc(C(=O)NC(CC(N)=O)c2ccc(NC3CCCCC3)c([N+](=O)[O-])c2)c1 (stereo not given)	3.4	21.1	-4.7	-0.9	-2.9	-6.1	-36.8	2.5	9.2
CCCc1nc2c(s1)CCc1onc(-c3cccc([N+](=O)[O-])c3)c1-2	11.7	30.7	-4.2	0.1	3.8	-19.9	-0.7	-10.4	-0.4
CCOc1ccc(C(=O)NCc2ccco2)cc1Cl	8.6	1.7	-1.7	-1.4	-11.9	-0.3	-2.1	-2.9	1.7
COc1cccc(SCc2noc(C(=O)NCC3CC3)c2C(=O)NCC2CC2)c1	-1.6	15.1	-5.0	-2.1	17.3	2.2	10.8	2.7	1.7
CCN(C(=O)CSc1nnc(-c2ccccc2Cl)n1N)c1c(N)n(Cc2ccccc2)c(=O)[nH]c1=O	.	12.7	.	-0.3	-4.9	.	.	.	1.4
Cc1ccnc(SCCn2c(N3CCN(Cc4ccccc4)CC3)nc3c2c(=O)[nH]c(=O)n3C)n1	-1.7	17.7	0.3	-3.4	9.2	-6.4	-9.0	4.7	-1.3
Cc1ccc(N(CC(=O)NCc2ccco2)C(=O)CNS(=O)(=O)c2ccccc2)c(C)c1	-3.7	11.6	-0.6	-3.4	-26.4	-9.4	-3.6	-14.1	0.0
O=C(c1ccco1)N1CCN(c2cc(C(F)(F)F)nc3ncnn23)CC1	1.8	7.0	-3.1	-8.8	-6.9	-1.4	3.3	0.2	0.5
COc1ccc(-c2cc(=O)oc3cc(OC(C)C(=O)O)ccc23)cc1 (stereo not given)	1.3	-32.5	-3.1	9.4	-10.1	-5.4	-15.8	-8.5	-4.2
O=C(O)C(O)Cc1c[nH]c2ccccc12 (stereo not given)	-1.2	18.0	-5.3	-6.2	1.0	-2.8	-1.8	-2.7	1.9
CCCc1nnc(NC(=O)CCCC(=O)O)s1	-0.7	21.8	-3.6	-6.8	-1.7	0.1	1.1	-1.5	1.8
CCC(=O)C(C#N)(c1ccc(OC)c(OC)c1)C(C)C (stereo not given)	8.2	10.3	7.2	2.2	2.8	-3.8	7.4	-1.9	1.8
CC1(C)Cc2[nH]c3ccccc3c2C(C)(C)N1	-4.4	12.8	0.9	-5.8	4.9	-0.5	9.4	-5.2	-0.4

Arranged by formula weight (low to high): part of the list above
SMILES	SENP7 inh	SENP8 block-1	beta cell repl	HKDC1 inh	PfG6PD inh	SENP6 inh	UBC13 polyUb	SENP8 block-2	SENP1 inh
CCC(=O)C(C#N)(c1ccc(OC)c(OC)c1)C(C)C (stereo not given)	8.2	10.3	7.2	2.2	2.8	-3.8	7.4	-1.9	1.8
Cc1cc(C)cc(C(=O)NC(CC(N)=O)c2ccc(NC3CCCCC3)c([N+](=O)[O-])c2)c1 (stereo not given)	3.4	21.1	-4.7	-0.9	-2.9	-6.1	-36.8	2.5	9.2
CCCCn1c(N)c(N(Cc2ccccc2OC)C(=O)C(C)Oc2ccc(F)cc2)c(=O)[nH]c1=O (stereo not given)	-3.6	15.5	7.3	0.8	1.1	-9.8	4.1	-3.9	0.0

(next part)
SMILES	SENP7 inh	SENP8 block-1	beta cell repl	HKDC1 inh	PfG6PD inh	SENP6 inh	UBC13 polyUb	SENP8 block-2	SENP1 inh
COC(=O)/C=C1\N/C(=N\c2nc(C)cc(C)n2)N(c2ccc(C)cc2)C1=O	-8.1	19.0	1.1	-9.6	-2.2	1.5	-21.5	-7.2	1.5
COc1ccccc1CNC(=O)CCNC(=O)C1CCN(S(=O)(=O)c2ccccc2)CC1	-3.5	-8.5	0.0	-2.0	-6.2	8.8	-0.1	-0.6	0.4
CCN(CC)c1ccc(C(=O)OCC(=O)NCC2CCCO2)cc1 (stereo not given)	12.5	2.6	-2.1	-1.9	7.5	12.4	-13.0	-0.9	-55.4
CS(=O)(=O)N1CCN(c2ccccc2NC(=O)c2ccc3ccccc3c2)CC1	-1.4	23.9	0.3	0.8	11.2	-4.1	-1.4	-3.4	0.4
Cc1onc(-c2ccccc2)c1C(=O)N[C@@H]1C(=O)N2C1SC(C)(C)[C@@H]2C(=O)O (stereo not given in full)	.	-3.5	.	-2.6	-7.4	.	.	.	-4.2
Cc1nc(NC(=O)c2ccncc2)sc1C(=O)N(C)C	3.3	13.4	-4.7	-4.0	-4.2	1.8	-7.1	8.1	-1.4
O=C(NCc1ccccn1)C1CCN(Cc2cnn(-c3ccccc3)c2-n2cccc2)CC1	-1.0	11.4	-1.5	-2.2	-9.2	-1.7	-11.3	4.6	-0.3
COc1cccc(NC(=O)CN(C)C(=O)c2ccc(-n3cncn3)c([N+](=O)[O-])c2)c1	3.5	2.3	6.3	-2.9	-2.0	-6.9	-1.1	5.2	0.1
CC1C[N+](=C2C=C(N3CCOCC3)CC(C)(C)C2)CC(C)O1 (stereo not given)	12.2	7.4	1.2	-2.6	30.1	27.2	-15.3	-2.3	-2.4
CC1CCc2c(sc(NC(=O)CN3CCN(C(=O)c4ccco4)CC3)c2C#N)C1 (stereo not given)	1.8	5.4	0.0	-5.2	6.6	5.4	4.2	1.5	0.3
Cc1ccc(C)c(S(=O)(=O)NC(C)C(=O)Nc2ccc(-c3nc4ccccc4s3)cc2)c1 (stereo not given)	2.1	-414.6	-3.0	-3.4	18.5	2.9	-0.2	0.2	-2.3
COCCCNC1CS(=O)(=O)CC1O (stereo not given)	-3.5	11.9	-4.6	0.1	10.7	4.5	-10.4	-10.4	4.3
CCOc1nc(NCCc2ccc(OC)c(OC)c2)nc(N2CCN(c3ccc(OC)cc3)CC2)n1	1.2	10.8	-2.7	-3.6	20.4	5.2	-2.9	-0.8	2.3
Cc1ccc(-c2c3c(=O)n(C)c(=O)n(C)c3cn2Cc2ccccn2)cc1	-3.5	-25.4	-2.3	-1.8	-8.7	-10.5	-11.1	-7.8	-3.8
Cc1ccc(C(=O)NCC(=O)OCC(=O)Nc2ccc(Cl)cn2)cc1	6.8	15.7	-4.3	-3.8	-5.5	11.4	4.3	0.4	-0.6
Cc1ccc(OCC(=O)Nc2ccc(N3CCN(C(=O)c4ccco4)CC3)cc2)c(C)c1	-6.1	15.0	-1.2	-0.7	-5.2	-17.7	-0.1	-16.0	1.2
COc1ccc(NC(=O)c2ccc(S(=O)(=O)C(F)F)cc2)c(OC)c1	-3.7	19.0	-1.9	1.7	-6.0	-34.7	-11.6	-3.0	2.0
Cc1ccc(NC(=O)Nc2cccnc2)cc1Cl	.	22.4	.	-5.0	10.7	.	.	.	0.3
CCN(c1ccccc1)S(=O)(=O)c1ccc(NC(=S)NC(=O)c2cccs2)cc1	-1.4	-5.7	-3.3	-4.8	-17.2	-15.3	3.5	1.3	-8.8
Cc1cccc(N(CC(N)=O)S(C)(=O)=O)c1C	-4.1	24.2	-2.5	-1.0	-7.6	10.1	-5.9	2.3	-1.8
C=CCNC(=O)c1cc(-c2ccccc2O)on1	-13.1	3.3	-4.3	3.2	-1.1	6.5	7.5	-12.5	0.1
CN(C)/C=N/NC(=O)c1ccccc1Cl	-3.0	-0.3	3.7	0.1	-5.0	-17.0	0.7	-1.5	2.1
c1cc(CNc2ccc3c(c2)OCCO3)ccn1	6.4	-46.4	-1.8	5.2	0.6	-5.1	-1.9	1.4	0.7
CC(=O)C(Cc1ccccc1)(Cc1ccccc1)C(C)=O	1.3	22.4	2.3	-2.5	-5.5	-1.7	0.8	-4.9	1.8
Cc1ccc(-c2nn3c(C)nnc3s2)cc1NC(=O)c1ccco1	-7.1	11.3	-2.0	-2.5	6.0	-8.5	-1.8	4.5	0.3
Following part
SMILES	SENP7 inh	SENP8 block-1	beta cell repl	HKDC1 inh	PfG6PD inh	SENP6 inh	UBC13 polyUb	SENP8 block-2	SENP1 inh
Cc1ccc(S(=O)(=O)NC2CCCCCC2)cc1	6.2	11.5	-1.5	-1.3	17.6	-3.7	-2.2	9.5	0.7
O=C(CSc1ncccn1)NNC(=O)c1ccccc1	5.2	3.1	7.8	-4.4	7.1	-9.9	-7.6	-9.8	0.0
O=C(Oc1ccc(C(=S)N2CCOCC2)cc1)c1ccccc1F	12.2	14.7	-4.4	0.6	7.4	5.4	-3.2	-16.3	-0.9
O=C(Nc1ccc(Cl)cc1F)c1ccc(-n2cncn2)cc1	41.6	8.0	3.5	-8.3	-6.2	15.6	-9.5	-4.6	1.1
CCOC(=O)c1ccc(Nc2c(OCC)c(=O)c2=O)cc1	-2.8	-1.8	-2.1	-3.2	-18.4	-30.5	-9.3	-25.3	-12.6
Cc1cc(C)c(NC(=O)c2c[nH]c(=S)n2-c2ccc(F)cc2)c(C)c1	7.5	7.0	-1.3	-2.3	38.9	-14.7	1.4	-5.3	-1.0
CCn1cc(C(=O)N2CCN(c3ccccc3F)CC2)c(=O)c2ccc(C)nc21	-4.1	8.7	4.2	-6.7	7.2	3.2	-3.7	7.5	1.0
Cc1ccc(-n2c(Cc3ccccc3)n[nH]c2=S)cc1	-0.7	22.8	-2.5	-10.4	34.9	0.4	-4.1	2.4	1.1
Cc1ccc(C2OC(=O)C=C2c2ccccc2)cc1 (stereo not given)	0.7	5.7	-2.2	-3.3	-0.2	-3.4	-2.8	-6.2	2.7
CCOc1ccc(CCNC(=O)c2cccc(S(=O)(=O)N3CC(C)OC(C)C3)c2)cc1OCC (stereo not given)	-4.5	0.3	-1.0	-1.0	0.7	-6.8	0.2	-3.5	-1.7
Cc1ccc(NC(=S)NC(=O)C2CCCC2)cc1C	-10.3	13.1	-7.3	2.5	10.2	-7.3	-2.6	5.9	1.0
